NPYLR7 agonist: agonists of mosquito NPYLR7 receptor, primary screen, cell-based, Aedes aegypti, calcium fluorescence, mosquito biting behavior; activation, % at 10 µM; HEK293T NPYLR7/Galpha15, GCaMP6s calcium fluorescence; 270,000 compounds, 0.15% hits; AID 1259423, 2018; in the data active means activation above about 40%;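 further: 0% = vehicle and 100% = reference agonist at the receptor; some compounds past the cut are filed as inactive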
mcGAS inh: cyclic GMP-AMP synthase inhibitors, mouse, primary biochemical chemiluminescence. recombinant cGAS, Kinase-Glo ATP depletion luminescence. 160,000 compounds, 0.15% hits. AID 1259399, 2018. inhibition, % at 12.5 µM;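 further: 0% = negative control wells and 100% = reference inhibitor with no enzyme activity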
hcGAS inh: Primary biochemical luminescence assay for human cyclic GMP-AMP synthase inhibitors | Q8N884 | recombinant h-cGAS, ATP depletion, Kinase-Glo luminescence | inhibition, % at 12.5 µM | 290,000 compounds, 0.081% hits;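 further: 0% = vehicle reaction and 100% = reaction without DNA for no activity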
Target sequence (Q8N884 whole entry, looked up): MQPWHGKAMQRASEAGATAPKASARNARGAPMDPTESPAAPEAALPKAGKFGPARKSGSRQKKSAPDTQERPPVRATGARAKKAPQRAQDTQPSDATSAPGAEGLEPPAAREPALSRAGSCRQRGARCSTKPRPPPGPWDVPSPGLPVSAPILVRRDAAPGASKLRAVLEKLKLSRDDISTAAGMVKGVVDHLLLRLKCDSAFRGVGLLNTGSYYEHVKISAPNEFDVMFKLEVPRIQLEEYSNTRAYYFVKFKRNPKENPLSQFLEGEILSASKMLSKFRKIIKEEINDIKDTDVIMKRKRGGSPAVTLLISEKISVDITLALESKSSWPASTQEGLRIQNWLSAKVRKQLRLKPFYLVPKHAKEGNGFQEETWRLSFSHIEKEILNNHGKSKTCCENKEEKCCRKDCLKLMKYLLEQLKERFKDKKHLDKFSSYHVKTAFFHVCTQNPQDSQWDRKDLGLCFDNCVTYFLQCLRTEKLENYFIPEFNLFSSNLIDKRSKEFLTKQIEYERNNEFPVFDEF
Numbers without * were called inactive; . = not tested or not shown; & = joins results of further samples. Unless noted, no stated cut-off is given here; in the data, active means inhibition above about 40%; inactive means the rest.

SMILES	NPYLR7 agonist	mcGAS inh	hcGAS inh
COCCOc1nc(-c2ccc(OC)cc2)n(-c2ccc(NS(=O)(=O)c3ccc(Cl)cc3)cc2)n1	22	-6	-14
Cc1nc(SC2CCOC2=O)c(C#N)c(C)c1C (centres undefined)	6	.	4
Cc1nn(C2CCS(=O)(=O)C2)c2nc(-c3ccco3)cc(C(=O)O)c12 (centres undefined)	-1	.	-6
CN(Cc1ccc(C(=O)Nc2ccc(F)cc2F)cc1)Cc1cnccn1	-2	2	-6
COc1cc(C=Cc2ccc3ccccc3n2)cc(Br)c1O	24	-9	-10
Cn1c(=O)c([N+](=O)[O-])c(N2CCN(Cc3ccc(Cl)cc3Cl)CC2)c2ccccc21	11	.	-8
O=S(=O)(c1ccc(-n2cccn2)c(F)c1)N1CCSCC1	5	.	-7
O=C(NCCC(=O)N1CCOC(Cc2ccccc2)C1)OCc1ccccc1 (centres undefined)	-6	-2	2
CCN1C(=O)N(CCCc2cccnc2)C(=O)C12CCN(C/C=C/c1ccccc1)CC2	15	-6	-14
CC(=O)NC(CC(=O)N(C)C1CCCCC1)c1cccs1 (centres undefined)	-2	-5	-2
CCCn1c(N)c(C(=O)CSc2nnc(N)s2)c(=O)[nH]c1=O	-1	.	-2
CC(C)Nc1ncccc1C(=O)N1CC(C)OC(c2ccccc2)C1 (centres undefined)	-5	.	2
CCN(CC)c1ccc(/C=N\NC(=O)CSc2nc3ccccc3n2CC)c(O)c1	4	-6	-4
CSCC[C@@H](CO)n1ccnc1-c1cc2c(cc1C)OCO2	2	.	-5
COCCN(Cc1ccc(F)cc1OC)CC1CCCN(C2Cc3ccccc3C2)C1 (centres undefined)	4	.	-8
COc1ccc(CN(C(=O)CCn2nnnc2C)C(C)C)c2ccccc12	13	-12	-9
Cc1cccc(C2CCCN2c2nc(N(C)C)cc(C(F)(F)F)n2)c1 (centres undefined)	8	.	-12
O=C(Cn1cnc2c(nnn2-c2ccccc2)c1=O)N1CCOCC1	6	.	-3
Cc1cc(S(=O)(=O)ON2C(=O)c3cccc4cccc(c34)C2=O)ccc1F	-9	-1	0
CCN(CC)C1C(=O)Nc2ccc(C)cc2C1c1ccccc1 (centres undefined)	2	.	-8
O=C(CCCc1cn[nH]c1)NC1CC(=O)N(Cc2ccc(F)cc2)C1 (centres undefined)	3	.	0
Cc1nc(C2CC2)ncc1C(=O)N(C)Cc1ccccc1-n1cccn1	5	.	-3
COc1cccc(C(=O)Nc2nnc(C(C)c3ccccc3)s2)c1 (centres undefined)	-1	-7	-8
Cc1ccn2c3c(c(C(=O)OCc4ccccc4)c2c1)C(=O)c1ccccc1C3=O	-8	-6	-3
O=C(COc1ccc(F)c(Cl)c1)NCC(=O)Nc1ccccc1Br	2	.	-7
(continued)
SMILES	NPYLR7 agonist	mcGAS inh	hcGAS inh
CCC(NCc1nccn1C)c1nc(C(F)(F)F)cs1 (centres undefined)	2	.	-9
CCCCC(O)CN(CCC)Cc1c(CC)nn(-c2ccccc2)c1Oc1ccccc1OC (centres undefined)	7	-5	-5
FC(F)(F)CCc1ccnc(NCc2cccc3[nH]ccc23)n1	4	.	-4
CCC(=O)N1CCOCC2(CN(Cc3ccccc3-c3ccco3)CCO2)C1 (centres undefined)	2	.	2
CC(C)=CC(=O)N(CC1CCC1)CC1CCCO1 (centres undefined)	-3	.	0
O=C(NCC1CCOCC1)C1=COC2=NC(=O)N(Cc3ccccc3C(F)(F)F)CCN12	-1	.	-8
O=C(O)c1coc(CN(Cc2ccco2)Cc2ccco2)n1	1	-3	-2
CCOc1c(Cl)cc(C(=O)N2CCN(S(=O)(=O)c3ccc4c(c3)CCCC4)CC2)cc1OC	0	-2	0
O=C(Nc1cnn(-c2ccc(C(=O)N3CCOc4ccccc4C3)cc2)c1)c1cccnc1	10	-12	-7
O=S(=O)(c1ccccc1)N1C[C@H](Oc2ccccn2)[C@H]2C[C@@H]1Cc1c2[nH]c2ccccc12	27	-7	-6
Nc1nnc(SCC(=O)N2N=C3C(=Cc4ccco4)CCCC3C2c2ccco2)s1 (centres undefined)	1	.	2
CC1(O)CCOC2(CCN(S(=O)(=O)c3ccc(C(C)(C)C)cc3)CC2)C1 (centres undefined)	.	-5	-11
COc1ccc([N+](=O)[O-])cc1NCc1cccc(C(F)(F)F)c1	0	.	-6
O=S(=O)(c1ccc2ccccc2c1)N1CCCc2cccc(O)c21	0	.	-3
COc1ccc(CC(=O)N2CCC(=O)N(C)c3ccccc3C(OC)C2)cc1 (centres undefined)	5	-7	2
Cc1nc(N)c(C#N)c(-c2ccc(Br)s2)c1C	4	.	-6
O=C(NCCSc1ncc(-c2ccccc2)[nH]1)c1ccccc1	14	-3	-1
Cc1nc2scc(C)n2c(=O)c1NC(=O)c1ccc(S(=O)(=O)N(C)C)cc1	9	-6	-5
Cn1c(=O)oc2cc(NS(=O)(=O)NCc3ccccc3)ccc21	6	.	-8
CCC1CSC(=Nc2ccc(C)cc2)N1C(=O)CN1C(=O)NC2(CCCC2)C1=O (centres undefined)	1	.	-9
Cn1c(=O)c2c(nc(N3CCOCC3)n2CCCc2ccccc2)n(C)c1=O	8	.	10
CN1CCN(N=Cc2ccc(N(C)C)cc2)CC1	6	.	-6
NS(=O)(=O)c1cc2c(cc1Cl)NC(=CSCc1ccccc1)NS2(=O)=O	-21&-6&-2	-4	-7&-2&-7
COc1ccc2c(c1OC)C(=O)N(c1cccc(F)c1)C2=O	7	.	-12
COC(=O)c1[nH]nc2c1C(C1=Cc3cc(Cl)ccc3OC1)CC(=O)N2 (centres undefined)	0&2	-2	-9&-2
(listing goes on)
SMILES	NPYLR7 agonist	mcGAS inh	hcGAS inh
O=C(c1cccc(Cl)c1F)N1CCOC2(CNCCOC2)C1 (centres undefined)	6	-15	-2
COc1cccc(C(=O)NN=c2sc3ccccc3n2C)c1	1	.	-6
O=C(NCCc1nnc(-c2ccccc2)o1)c1cc2c(s1)CCC2	2	.	3
COc1ccc(N2C(=O)C(c3c(C)[nH]n(-c4ccc(F)cc4)c3=O)=C([n+]3cc(C)cc(C)c3)C2=O)cc1	-9	-7	-5
O=C(CNC(c1ccccc1)c1cccs1)N(C1CCCC1)C1CCS(=O)(=O)C1 (centres undefined)	5	.	-5
O=C(Nc1nccs1)c1ccc(NC(=O)c2ccco2)cc1	7	-9	-13
COCCN1CC2=C(C1=O)C(c1ccccc1F)NC(=O)N2 (centres undefined)	22	-4	1
CCOC(C)c1noc(CN(C)C(=O)c2cccnc2Cl)n1 (centres undefined)	5	.	-2
CCn1c(O)c(N=NC(=O)c2ccccc2[N+](=O)[O-])c2ccccc21	-2	.	-2
Cn1c(-c2ccccc2)nn(CCNC(=O)/C=C/c2ccccc2)c1=O	-2	.	-5
CN1CCCC(CN(CCc2ccccc2)C(=O)C2=CCCC2)C1 (centres undefined)	3	.	-8
CC(=O)Nc1ccc(-c2csc(NC(=O)CN3CSCC3=O)n2)c(F)c1	-6	.	-7
Nc1nc(-c2ccc(Cl)cc2)c(CC(=O)O)s1	-2	-3	-6
CC1(C)CCC(C)(C)c2cc(NC(=O)Nc3cccc4[nH]c([C@@H]5O[C@H](CO)[C@@H](O)[C@H](O)[C@H]5O)nc34)ccc21	24	-5	-6
CC1CCN(C(C)C(=O)Nc2cccc3ccccc23)CC1 (centres undefined)	0	.	-12
O=C(CCc1ccco1)NC1c2ccccc2-c2ccccc21	0	.	1
CCC(=O)Nc1ccc(N(C)C)c(CN(Cc2ccccc2)C(=O)c2ccc(OC)cc2)c1	9	-3	1
COc1ccc(CN(CCc2c[nH]c3ccccc23)C(=O)CN(C(=O)c2ccccc2F)C(C)C)cc1	23	-4	-1
CC1(C)CC(C(=O)N2CCOc3c(cc(-c4cccnc4)cc3OCCc3cccs3)C2)CCO1 (centres undefined)	14	-11	-6
COCCNC(=O)C(C)n1c(=O)n(-c2ccc(F)cc2)c(=O)c2ccc(Cl)cc21 (centres undefined)	-11	2	-1
O=C(CCl)Nc1ccc(S(=O)(=O)C(F)F)cc1	3	5	2
O=C(c1cccs1)N1CCCC(OCc2cccc(Cl)c2)C1 (centres undefined)	-23	1	-3
Cc1ccc(C2=N/C(=C\C(Cl)=C\c3ccccc3)C(=O)O2)cc1[N+](=O)[O-]	-1	-4	-6
Cc1nc(NCC(C)C)c2sc3nc4c(cc3c2n1)COC(C)(C)C4	5	.	-9
CCCCc1ncc(CN2CCOc3ccc(CN4CCC[C@H]4C(=O)OC)cc3C2)[nH]1	16	.	-16
Remaining list, next part
SMILES	NPYLR7 agonist	mcGAS inh	hcGAS inh
COc1ccc2nc(-c3cccc(NC(=O)C4c5ccccc5Oc5ccccc54)c3)cn2n1	-9	-7	-2
C#CCNC(=O)C[C@@H]1O[C@H](CNC(=O)NC2CCCCC2)[C@@H](O)[C@H]1O	-10	-2	-2
CCOc1ccccc1-n1c(C)c(C)n2c3c(=O)n(CC(=O)C(C)(C)C)c(=O)n(C)c3nc12	4	-10	-4
Cc1ccc(C)c(CSc2nnc(-c3cc(-c4cccs4)nc4cc(C)c(C)cc34)n2C(C)C)c1	0	0	6
Cc1cccc2[nH]c(C3CCCN(Cc4cc5n(n4)CCCNC5)C3)nc12 (centres undefined)	7	-12	-5
COc1ccc(CN(C)C(=O)NCc2ccc(C)cc2)c(OC)c1OC	-2	.	-7
Cc1ccc(NC(C(=O)N2CCOCC2)c2ccccc2)c(C)c1 (centres undefined)	1	.	-4
CCCc1nnc(-c2cc3ccccc3n2CC(=O)Nc2cc(C)ccc2C)o1	-2	-9	-5
O=C(Nc1ccc(F)cc1F)N1CCC2(CC1)SCCN2C(=O)c1ccc(Br)cc1	.	-5	-6
CN=c1scc(-c2cccc(Br)c2)n1N=Cc1ccncc1	7	-4	-9
C[C@@H]1CN(CC(=O)NCCCn2ccnn2)C[C@H](C)O1	.	-3	0
Brc1ccc([C@H]2CN3CCSC3=N2)cc1	1	-2	0
Cc1ccccc1-n1cnn(CN2CCN(C(=O)C(C)C)CC2)c1=S	0	-8	-6
COc1cc(=O)n(-c2ccccc2)nc1C(=O)N1c2ccc(F)cc2CCC1C (centres undefined)	3	.	-10
Cc1nc(-c2ccccc2)c(C(=O)Nc2ncn[nH]2)s1	6	.	-2
CN(C(=O)CC(c1ccccc1)c1ccc2c(c1)OCO2)C1CCOCC1 (centres undefined)	0	.	-6
Cc1noc(C)c1C(=O)N1CCC(C(=O)Nc2cccc(-c3cc4ccccc4[nH]3)c2)CC1	5&-1	-7&-4	-3&-2
C=CCN(Cc1ccccn1)Cc1c(C)nn(C)c1Cl	2	.	-4
Cc1ccc(NC(=O)CC(=O)N(C)Cc2nonc2C)c(C)c1	11	-16	-5
COC(=O)c1ccc(N2C(=O)NC3CC2(C)Oc2ccc(C(=O)OC)cc23)cc1 (centres undefined)	-4	1	0
CO[C@H](C(=O)N(Cc1c(C)nn(C)c1C)C(C)C)c1ccccc1	.	-10	-6
CC(NC(C(=O)NC1CC1)c1ccc(F)cc1)c1ccc(Cl)cc1Cl (centres undefined)	-2	-15	-2
NC(c1csc(Nc2ccc(C(=O)NCCCO)cn2)n1)C1CCCCC1 (centres undefined)	-7	-5	0
COc1ccc(-c2nc(CN3CCN(c4ccccc4)C(=O)C3)c(C)o2)c(F)c1	8	.	-8
Cc1cc(NC(=O)OCC(F)(F)F)c2ccccc2n1	-20	.	-2

A different layout for part of the listing above.
Fields: NPYLR7 agonist, mcGAS inh, hcGAS inh
> Cc1cccc2[nH]c(C3CCCN(Cc4cc5n(n4)CCCNC5)C3)nc12 (centres undefined)
→ 7, -12, -5
> COc1ccc(CN(C)C(=O)NCc2ccc(C)cc2)c(OC)c1OC
→ -2, ., -7
> Cc1ccc(NC(C(=O)N2CCOCC2)c2ccccc2)c(C)c1 (centres undefined)
→ 1, ., -4
> CCCc1nnc(-c2cc3ccccc3n2CC(=O)Nc2cc(C)ccc2C)o1
→ -2, -9, -5
> O=C(Nc1ccc(F)cc1F)N1CCC2(CC1)SCCN2C(=O)c1ccc(Br)cc1
→ ., -5, -6
> CN=c1scc(-c2cccc(Br)c2)n1N=Cc1ccncc1
→ 7, -4, -9
> C[C@@H]1CN(CC(=O)NCCCn2ccnn2)C[C@H](C)O1
→ ., -3, 0
> Brc1ccc([C@H]2CN3CCSC3=N2)cc1
→ 1, -2, 0
> Cc1ccccc1-n1cnn(CN2CCN(C(=O)C(C)C)CC2)c1=S
→ 0, -8, -6
> COc1cc(=O)n(-c2ccccc2)nc1C(=O)N1c2ccc(F)cc2CCC1C (centres undefined)
→ 3, ., -10
> Cc1nc(-c2ccccc2)c(C(=O)Nc2ncn[nH]2)s1
→ 6, ., -2
> CN(C(=O)CC(c1ccccc1)c1ccc2c(c1)OCO2)C1CCOCC1 (centres undefined)
→ 0, ., -6
> Cc1noc(C)c1C(=O)N1CCC(C(=O)Nc2cccc(-c3cc4ccccc4[nH]3)c2)CC1
→ 5&-1, -7&-4, -3&-2
> C=CCN(Cc1ccccn1)Cc1c(C)nn(C)c1Cl
→ 2, ., -4

Next part:
SMILES	NPYLR7 agonist	mcGAS inh	hcGAS inh
CC(=O)Nc1cccc(NC(=O)c2cc(C(C)C)n(-c3nc4ccccc4s3)n2)c1	15	-8	-5
COc1ccc(CSC(C)C(=O)NCc2ccccc2OC)cc1F (centres undefined)	11	-7	-10
COc1ccc(CC(=O)N2CCC(c3nc(-c4ccc(Cl)cc4F)no3)CC2)cc1	0	-8	-5
O=C1NC(=S)N/C1=C/c1cc(Cl)cc(Cl)c1O	26	3	4
COc1ccccc1C(=O)NCc1ccccc1N1CCN(C)CC1	4	.	-8
CS(=O)(=O)N1CCOC(CNC2CCC3(CCNCC3)CC2)C1 (centres undefined)	9	.	-5
Cc1cccc(CN(CCN(C)C)Cc2ccsc2)n1	3	-7	-7
O=C(c1ccccc1F)N(CCN1CCOCC1)Cc1nccn1Cc1ccc(F)cc1	5	-5	4
COCCn1c(SCc2ccccc2C)nc2sc3c(c2c1=O)CCC3	-1	.	4
